ATXN2 expr inh = reduces ATXN2 reporter expression in HEK-293 cells; HEK-293 ATXN2-luciferase reporter, luminescence, 24 h; Potency, µM (top dose mostly 57 µM), for inactives: at the highest dose activity change, negative = inhibition, usual class: inhibitors; 360,000 compounds, 0.72% hits; AID 1745845; further: potency means the concentration at half of the fitted maximal effect; on the % scale 0 is the no-effect control and ±100 the full control effect; nearly all actives have a fitted effect of over 55% in size
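ATXN2-luciferase reporter cells (luciferase flanked by upstream and downstream ATXN2 gene portions) were treated 24 h at 37 °C with compounds at up to 57 uM. SteadyGlo luminescence gave expression; GF-AFC fluorescence gave viability.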
HepG2 tox = kills HepG2 cells in TGF-b inhibitor counter-screen. 410,000 compounds, 0.76% hits. HepG2 CAGA-GFP viability, ATP luminescence, 18 h. Potency, µM (top dose mostly 46.1 µM), without a hit: at the highest dose activity change, negative = cytotoxicity, hits mostly cytotoxic; further: potency means the concentration at half of the fitted maximal effect; some results filed as inactive show a strong effect at the top dose
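CellTiter-Glo luminescence gave cytotoxicity after 18 hours at 37 degrees C. The cells were HepG2 CAGA-GFP in 1% FBS DMEM, stimulated with 500 pg/mL TGF-beta after compound addition. %Activity was normalised to no-cell wells (complete cell-killing) and DMSO (no toxicity), and curves were fitted and classified.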
MCF10A rereplic = DNA re-replication induction in MCF 10a cells; MCF 10A DNA re-replication, Hoechst nuclear intensity, 48 h; Potency, µM (titrated, usually from 46.1 µM), without a hit: at the highest dose activity, positive = re-replication, actives largely listed as activators; 350,000 compounds, 2.9% hits; further: potency means the concentration at half of the fitted maximal effect; % of control where 0% means no effect; nearly all actives have a fitted effect of over 50% in size
TGFb inhibitor = inhibitors of TGF-b signaling | HepG2 CAGA-GFP TGF-b/SMAD3 reporter, GFP fluorescence, 18 h; TGF-beta stimulated, 500 pg/mL final | Potency, µM (series often up to 46.1 µM), without a hit: top-dose activity, negative = inhibition, most hits filed as inhibitors | 410,000 compounds, 1.2% hits; further: potency means the concentration at half of the fitted maximal effect; on the % scale 0 is the no-effect control and ±100 the full control effect; nearly all actives have a fitted effect of over 65% in size
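HEPG2 CAGA-GFP reporter cells (1000/well, DMEM with 1% FBS) received compounds, then recombinant TGF-beta at 500 pg/mL final for 18 hours at 37 degrees C. Per-cell GFP summed per well was normalised to unstimulated and stimulated DMSO controls before curve fitting.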
S2 tox = reduces viability in counter-screen for ATXN expression inhibitors; S2 cells (HEK-293 line with an ATXN2-luciferase reporter) viability, CellTiter-Fluor protease fluorescence, 24 h; Potency, µM (series often up to 56.7 µM), most hits filed as cytotoxic; 400,000 compounds, 0.49% hits; further: potency means the concentration at half of the fitted maximal effect; nearly all actives have a fitted effect of over 40% in size
Nrf2 block = inhibitors of Nrf2 signaling; A549 ARE-Fluc reporter, luciferase luminescence, 18-24 h; Potency, µM (highest dose often 46 µM), inactives show at the top dose activity change, negative = inhibition, hits mostly inhibitors; 360,000 compounds, 2.1% hits; further: potency means the concentration at half of the fitted maximal effect; on the % scale 0 is the no-effect control and ±100 the full control effect; nearly all actives have a fitted effect of over 60% in size
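A549 ARE_Fluc cells, 5000/well, 5% FBS OPTI-MEM; compounds in dose-response, 18-24 h at 37 °C/5% CO2; CellTiter-Fluor viability read (Ex 405/Em 525), then BugLite luciferase luminescence = Nrf2 activity.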
IL-1B inflam inh = inhibitors of inflammasome signaling (IL-1 beta secretion); THP-1 LPS/ATP IL-1B secretion, AlphaLISA, 16 h; active compounds read low; activity change, % at 57.5 µM; 360,000 compounds, 4.7% hits; in the data active means activity change below about -50%; inconclusive means mostly about -30% to -49%; further: on the % scale 0 is the no-effect control and ±100 the full control effect
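THP-1 cells pretreated 1 hr with compounds (up to 57.5 uM final), then stimulated with LPS (250 ng/mL final) plus ATP (1.25 mM final); secreted IL-1B measured by AlphaLISA after 16 hr, decreased signal indicating inhibition.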
A549 viability = counter-screen for Nrf2 inhibitors: cytotoxicity in A549 cells; A549 ARE-Fluc cells, CellTiter-Fluor viability, 18-24 h; Potency, µM (doses to about 46 µM), inactives show top-dose activity change, negative = cytotoxicity, usual class: inhibitors; 390,000 compounds, 0.16% hits; AID 504648; further: potency means the concentration at half of the fitted maximal effect; on the % scale 0 is the no-effect control and ±100 the full control effect
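A549 ARE_Fluc cells in 5% FBS OPTI-MEM were exposed to compounds in concentration-response for 18-24 h at 37 deg C. Viability was read by CellTiter-Fluor fluorescence (Ex 405/Em 525) after 30 min, before the luciferase read.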
Nrf2 activator = Nrf2 pathway activation. AREc32 ARE-luciferase reporter (MCF7-derived line), luminescence, 24 h. Potency, µM (top dose mostly 46.1 µM), for inactives: at the highest dose activation, actives largely listed as activators. 410,000 compounds, 0.31% hits; further: potency means the concentration at half of the fitted maximal effect; % of control where 0% means no effect; nearly all actives have a fitted effect of over 65% in size
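ARE activation measured as luciferase luminescence (Steady-Glo, 30 min RT) in AREc32_Fluc cells after 24 hr compound exposure at 37 deg C, 5% CO2; cells seeded overnight at 1000/well in OPTI-MEM, 5% FBS.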
Numbers without * were called inactive; i = inactive; ? = inconclusive; / = not tested or not shown; [ ] = another dose, or the depositor's remark. Unless noted, the call rests on the fitted dose curve; in most records, active means well fitted curve in the direction sought with a large enough effect; inconclusive means small, poorly fitted or top-dose-only effect, or another doubt; inactive means no such curve, though single readings can be large; an effect the other way counts as inactive or inconclusive. Rows are unselected (roughly 8.8% active in at least one column).

Start of the data: the first eleven compounds (preview)
SMILES	ATXN2 expr inh	HepG2 tox	MCF10A rereplic	TGFb inhibitor	S2 tox	Nrf2 block	IL-1B inflam inh	A549 viability	Nrf2 activator
NNC(=O)CSc1c(-c2ccccc2)c2cc(Cl)ccc2[nH]c1=O	-19%	-3%	11%	1%	i	-6%	-18	4%	0.3%
C[C@H]1CN([C@@H](C)CO)S(=O)(=O)c2ccc(-c3ccccc3)cc2O[C@H]1CN(C)C(=O)C1CCC1	-27%	-12%	/	0%	i	/	19	/	-1.3%
COc1ccc(S(=O)(=O)N(C)CC(=O)Nc2cccc(C(C)=O)c2)cc1C	5%	-10%	-22%	-5%	i	/	-1	18%	-0.7%
O=S(=O)(NC1=NCCC1)c1ccc(F)cc1	0%	-41%	-2%	1%	i	10%	15	-3%	1.8%
CCOc1ccc(OCC)c(NS(=O)(=O)c2ccc(-c3coc(C)n3)cc2)c1	/	-5%	/	-22%	/	/	/	-10%	-1.0%
CCCn1c(SCC(=O)N2c3ccccc3CC2C)nnc1-c1ccco1 (stereo not given)	-1%	-16%	?	-9%	i	8%	-14	-5%	0.4%
COc1ccc(-c2nnc(NC(=O)c3ccccc3[N+](=O)[O-])s2)c(OC)c1	-10%	4%	-2%	-1%	?	17%	-15	-4%	0.9%
CC(C)CNS(=O)(=O)c1ccc(CCC(=O)Nc2ccc3c(c2)OCCO3)cc1	4%	1%	7%	14%	i	-13%	-17	-4%	2.1%
COc1ccc(CNC(=O)C/C(C)=N/NC(=O)COc2ccccc2)cc1	/	3%	2%	1%	i	1%	16	3%	-0.6%
Cc1ccnc(N(C(=O)Nc2ccccc2)C2=NCC(C)(C)S2)c1	2%	-14%	?	1%	i	28%	80	-3%	-0.4%
O=C(NCc1csc2ccc(Cl)cc12)Nc1ccccc1	/	-2%	2%	-1%	i	?	-9	0%	-0.4%

The whole of this part, from the first entry:
SMILES	ATXN2 expr inh	HepG2 tox	MCF10A rereplic	TGFb inhibitor	S2 tox	Nrf2 block	IL-1B inflam inh	A549 viability	Nrf2 activator
NNC(=O)CSc1c(-c2ccccc2)c2cc(Cl)ccc2[nH]c1=O	-19%	-3%	11%	1%	i	-6%	-18	4%	0.3%
C[C@H]1CN([C@@H](C)CO)S(=O)(=O)c2ccc(-c3ccccc3)cc2O[C@H]1CN(C)C(=O)C1CCC1	-27%	-12%	/	0%	i	/	19	/	-1.3%
COc1ccc(S(=O)(=O)N(C)CC(=O)Nc2cccc(C(C)=O)c2)cc1C	5%	-10%	-22%	-5%	i	/	-1	18%	-0.7%
O=S(=O)(NC1=NCCC1)c1ccc(F)cc1	0%	-41%	-2%	1%	i	10%	15	-3%	1.8%
CCOc1ccc(OCC)c(NS(=O)(=O)c2ccc(-c3coc(C)n3)cc2)c1	/	-5%	/	-22%	/	/	/	-10%	-1.0%
CCCn1c(SCC(=O)N2c3ccccc3CC2C)nnc1-c1ccco1 (stereo not given)	-1%	-16%	?	-9%	i	8%	-14	-5%	0.4%
COc1ccc(-c2nnc(NC(=O)c3ccccc3[N+](=O)[O-])s2)c(OC)c1	-10%	4%	-2%	-1%	?	17%	-15	-4%	0.9%
CC(C)CNS(=O)(=O)c1ccc(CCC(=O)Nc2ccc3c(c2)OCCO3)cc1	4%	1%	7%	14%	i	-13%	-17	-4%	2.1%
COc1ccc(CNC(=O)C/C(C)=N/NC(=O)COc2ccccc2)cc1	/	3%	2%	1%	i	1%	16	3%	-0.6%
Cc1ccnc(N(C(=O)Nc2ccccc2)C2=NCC(C)(C)S2)c1	2%	-14%	?	1%	i	28%	80	-3%	-0.4%
O=C(NCc1csc2ccc(Cl)cc12)Nc1ccccc1	/	-2%	2%	-1%	i	?	-9	0%	-0.4%
CCN(CC(=O)NCc1ccc(F)cc1)C(=O)C(C)Oc1cccc(Cl)c1 (stereo not given)	-10%	-5%	-7%	-24%	i	8%	-20	-3%	-0.2%
O=C(CCNC(=O)c1ccc([N+](=O)[O-])cc1)Nc1ccc(F)cc1F	3%	-1%	0%	3%	i	5%	-16	0%	-0.1%
CC(=O)c1cccc(NC(=O)CNC(=O)c2sc3ccccc3c2Cl)c1	-11%	-16%	?	-15%	?	?	-21	?	?
Cc1ccsc1/C=C1\SC(=S)N(CC2CCCO2)C1=O (stereo not given)	39%[activator]	15%	-3%	-5%	i	3%	-21	-6%	-0.2%
O=C(CCN1CCN(c2ccccc2)CC1)NNC(=O)c1cccc2ccccc12	0%	-6%	1%	1%	?	9%	0	1%	-0.1%
Nc1nc(-c2ccccc2)c(N=Nc2ccccc2Cl)s1	?	-92%	?	?	/	1%	-64*	?	7.1%
Cc1oc(C(=O)O)cc1COc1cccc2ccccc12	?	-28%	8%	-17%	?	?	-3	-15%	-0.8%
COc1ccc(C(=O)C2CCCN(C(=O)c3cccs3)C2)cc1F (stereo not given)	-3%	2%	-11%	-4%	i	-29%	15	3%	3.8%
CCc1ccc(OC)c(S(=O)(=O)NCCOc2ccccc2)c1	-8%	2%	-5%	-11%	i	-1%	18	5%	0.4%
CC1=C(C(=O)OC(C)C)C(c2cccs2)NC(=O)N1 (stereo not given)	1%	-2%	9%	-2%	i	-7%	-1	-1%	0.3%
CCCCN1CC(Br)C(=O)NC1=O (stereo not given)	-7%	8%	-14%	7%	?	1%	-10	2%	2.7%
CNC(=O)c1[nH]cnc1C(=O)Nc1ccccn1	/	-3%	-10%	13%	i	-3%	0	2%	8.3%
COc1cc(C(=O)Nc2nnc(CC(C)C)s2)c([N+](=O)[O-])cc1OC	/	-14%	-7%	-6%	?	5%	15	10%	0.1%
Cc1ccccc1NC(=O)CCC(=O)N/N=C/c1cccnc1	3%	6%	1%	4%	i	3%	5	3%	-0.2%
O=c1cc(-c2ccccc2)nc2c(-c3ccccc3)c(C(F)(F)F)[nH]n12	0%	-52%	8.2µM*	?	i	?	37	-16%	-0.6%
O=C(NCc1ccc2c(c1)OCO2)c1cc(-c2cc(Cl)ccc2O)n[nH]1	6%	-3%	?	-5%	i	3%	-2	-26%	2.8%
C=C(C)COc1ccc(-c2nc(N)nc(C(F)(F)F)c2-c2ccc(OC)cc2)c(O)c1	/	-79%	2.6µM*	?	i	?	-4	-3%	-0.9%
COc1ccc(C(=O)NCC(c2ccccc2)c2ccccc2)cc1S(=O)(=O)N1CCOCC1	7%	1%	0%	11%	i	-1%	-3	-4%	4.1%
Cc1ccccc1N1C(=O)C(Cl)=C(N2CCN(c3ccccc3)CC2)C1=O	1%	-15%	0%	-5%	i	20%	-3	-3%	3.5%
COc1cc(/C=N/NC(=O)CCc2c(C)n[nH]c2C)cc(OC)c1OC	20%	-1%	-1%	1%	i	?	15	-8%	0.2%
CCCN1CCC(=O)N(CCO)CC1	12%	0%	0%	3%	i	-1%	10	1%	-0.3%
COc1ccc(-n2c(C)n[nH]c2=O)cc1OC	4%	-5%	0%	0%	i	7%	-2	2%	-0.4%
COc1ccc(OC)c(CNS(=O)(=O)c2cc(CN3C(=O)c4cccnc4C3=O)ccc2OC)c1	7%	2%	-2%	-7%	i	?	-11	2%	-0.8%
CCN(CCc1ccccc1)c1ccc2c(c1)C1CC2CCN1Cc1ccccc1 (stereo not given)	-10%	0%	/	0%	?	/	35	/	-0.5%
CCOc1ccc(-c2nc3c(c(SCC(=O)N4CCCCC4)n2)Cc2ccccc2O3)cc1	16%	-22%	/	2%	i	-3%	/	-1%	0.6%
CCOC(=O)c1c(NC(=O)CSc2nnc(-c3cccc(C)c3)n2CC)sc(C(C)=O)c1C	-14%	-65%	?	?	i	/	?	-18%	12%
O=C(CCC1CCCC1)Nc1cc(C(F)(F)F)ccc1N1CCOCC1	-7%	-5%	-8%	-4%	i	-3%	-2	-3%	0.0%
CCC(C)NS(=O)(=O)c1cc2c3c(c1)CCN3C(=O)CC2 (stereo not given)	/	-11%	0%	-13%	i	-1%	-18	-4%	-0.5%
Cc1cc(C)c(NC(=O)CS(=O)CC(=O)Nc2ccc(F)cc2F)c(C)c1 (stereo not given)	-22%	2%	-9%	-1%	i	6%	-17	5%	-0.7%
O=C(CC1CCCCC1)OCn1nnc2ccccc2c1=O	-5%	21%	1%	-7%	i	13%	8	0%	-0.3%
Cc1cccc(-n2c(Cc3ccccc3)nnc2SCc2nc(-c3cccs3)no2)c1	?	-52%	/	13µM*	?	?	/	?	4.3%
COc1ccc(-c2csc(N(CCCN(C)C)C(=O)c3cc(OC)c(OC)c(OC)c3)n2)cc1	-23%	-12%	1%	?	i	6%	-27	7%	2.5%
CCOC(=O)c1sc(N)nc1-c1ccccc1	-8%	7%	14%	-11%	i	-19%	3	1%	-0.1%

Source: PubChem (National Center for Advancing Translational Sciences (NCATS))
